# RGS7-Gao reg: regulators of human RGS7-Galphao interaction; Multiplexed bead flow cytometry, RGS7-Galphao binding; actives lie on both sides; binding response (% of control), % at 10 µM; 0.35% of 220,000 active; in the data active = binding response below about 49% or above about 150%; inconclusive = no clear call, values can overlap the other calls; inactive = in between;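 also: fluorescent Galphao held in activated GDP-AlF4 state binding bead-coupled RGS7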
# Target sequence (P09471 whole entry, looked up): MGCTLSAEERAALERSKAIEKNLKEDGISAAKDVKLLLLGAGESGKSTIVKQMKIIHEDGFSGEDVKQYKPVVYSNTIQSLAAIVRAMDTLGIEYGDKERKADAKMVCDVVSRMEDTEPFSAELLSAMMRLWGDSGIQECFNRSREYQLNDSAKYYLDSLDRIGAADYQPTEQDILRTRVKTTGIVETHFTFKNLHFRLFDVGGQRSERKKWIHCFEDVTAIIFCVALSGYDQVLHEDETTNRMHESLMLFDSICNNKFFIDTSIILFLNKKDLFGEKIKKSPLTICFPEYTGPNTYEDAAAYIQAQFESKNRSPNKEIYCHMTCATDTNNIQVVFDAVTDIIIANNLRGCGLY
# Avidin bead fluor: compound fluoresces at 488/530 nm on avidin beads; compound fluorescence 488/530 nm, flow cytometry; stronger effect = higher value; fluorescence (KMESF) at 10 µM; 0.38% of 220,000 active; in the data active = fluorescence above about 47; also: inactives centre near 10
# ABCB1 block: blocks JC-1 efflux by human ABCB1 transporter. CCRF-Adr cells, flow cytometry. P08183. inhibition, % at 6.6 µM. 0.067% of 190,000 active; in the data active = inhibition above about 40%;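 also: 0% = vehicle and 100% = reference inhibitor; higher value means more JC-1 retained so stronger ABCB1 efflux block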
# RGS4-Gao reg: modulates binding of RGS4 to human Galphao | Multiplexed bead flow cytometry; actives lie on both sides | binding response (% of control), % at 10 µM | 0.33% of 220,000 active | P09471; in the data active = binding response below about 49% or above about 150%; inactive = in between;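 also: fluorescent Galphao activated with aluminum fluoride binding bead-coupled RGS4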
# RGS8-Gao: human RGS8-Galphao interaction regulation | multiplexed bead flow cytometry, RGS8-Galphao binding; actives lie on both sides | response (percent of control binding), % at 10 µM | 0.34% of 220,000 active; in the data active = response below about 60% or above about 140%; inactive = in between;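 also: Galphao activated as the GDP aluminium fluoride complex binding bead-coupled RGS8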
# ABCG2 inh: inhibitors of human ABCG2 transporter, ABCB1 counter-screen; Q9UNQ0; IgMXP3 cells, JC-1 efflux, flow cytometry; inhibition, % at 6.6 µM; 0.1% of 190,000 active; AID 1325;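 active = inhibition above 80%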;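 also: 0% = DMSO and 100% = nicardipine control wells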
# Target sequence (Q9UNQ0 whole entry, looked up): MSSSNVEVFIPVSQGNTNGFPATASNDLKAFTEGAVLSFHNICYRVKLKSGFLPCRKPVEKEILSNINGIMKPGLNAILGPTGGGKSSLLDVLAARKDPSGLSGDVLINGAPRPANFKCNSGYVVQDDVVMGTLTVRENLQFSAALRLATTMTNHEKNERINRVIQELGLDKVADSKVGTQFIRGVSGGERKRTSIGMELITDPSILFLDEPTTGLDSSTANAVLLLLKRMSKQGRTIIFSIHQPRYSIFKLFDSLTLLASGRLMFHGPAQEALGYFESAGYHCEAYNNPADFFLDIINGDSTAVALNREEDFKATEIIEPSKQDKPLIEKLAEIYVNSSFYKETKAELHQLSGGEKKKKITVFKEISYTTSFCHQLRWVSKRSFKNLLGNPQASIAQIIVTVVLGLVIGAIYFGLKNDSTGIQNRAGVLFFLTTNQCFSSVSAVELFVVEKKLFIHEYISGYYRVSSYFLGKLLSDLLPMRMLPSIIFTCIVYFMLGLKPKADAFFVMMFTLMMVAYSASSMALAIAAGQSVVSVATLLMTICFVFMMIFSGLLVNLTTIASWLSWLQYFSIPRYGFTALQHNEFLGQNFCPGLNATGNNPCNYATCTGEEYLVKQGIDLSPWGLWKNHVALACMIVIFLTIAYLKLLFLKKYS
#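 Test system: IgMXP3 (ABCG2) plus far-red-tagged CCRF-Adr (ABCB1) cells. Reagent: JC-1 dye as substrate. Timing: 10 min exposure at 25 °C with rotation, no wash. Measured by: flow cytometric JC-1 green MFI at 530 nm. Read-out: percent efflux inhibition, scaled nicardipine 100% to DMSO 0%. Control set: nicardipine and DMSO wells.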
# Mcl1 Noxa PPI: Mcl-1/Noxa interaction inhibition; TR-FRET Mcl-1/Noxa peptide binding, 2 h; Q07820; 1.5% of 220,000 active; inhibition, % at 21.7 µM; AID 1022;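 active = compounds that cut the protein-peptide binding signal by more than 50% relative to plate controls in a single-dose test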;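 also: His-tagged Mcl-1 with rhodamine Noxa BH3 peptide and terbium anti-His antibody; 0% = Mcl-1 plus Noxa peptide wells and 100% = peptide-only wells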
# Mcl-1 Bim block: disrupts Bim peptide binding to human Mcl-1. 0.1% of 190,000 active. Bead-based flow cytometry, Bim peptide-Mcl-1 binding. inhibition, % at 10 µM; in the data active = inhibition above about 40%;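 also: 0% = no compound tracer wells and 100% = peptide blocker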
# Pf gametocyte: inhibitors of late stage P. falciparum gametocyte viability. P. falciparum stage V gametocytes, ATP luminescence, 24 h. inhibition, % at 10.9 µM. 0.065% of 150,000 active. AID 743093;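 active = inhibition above the mean plus 3 SD of compounds within the control limits, set per campaign, cut at about 38% in these data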;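 also: 0% = DMSO wells and 100% = medium only without gametocytes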
# Mcl1-Bid inh: disrupts binding of human Mcl-1 to Bid peptide | Q07820 | TR-FRET Mcl-1/Bid-Dy647 peptide binding, 1536-well | inhibition, % at 21.7 µM | 0.97% of 220,000 active | AID 1021;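 active = compounds that cut the binding signal by more than half at the single screening dose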;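 also: His-tagged Mcl-1 with europium anti-His antibody binding Bid BH3 peptide; 0% = Mcl-1 plus peptide wells and 100% = peptide-only wells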
# GSH fluor: GSH bead compound fluorescence profile; GSH beads flow cytometry, compound fluorescence 488/530 nm; stronger effect = higher value; fluorescence (KMESF) at 10 µM; 0.25% of 190,000 active; in the data active = fluorescence above about 89;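 also: glutathione beads carrying GST-tagged Bcl family fusion proteins plus one bare bead set; values are compound well signal with DMSO vehicle wells as background; inactives centre near 16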
# * marks the source's active call; other numbers are inactive results; ? = inconclusive; · = no result given. Rows are unselected. Share with any hit: about 3.3%.
cpd | SMILES | RGS7-Gao reg | Avidin bead fluor | ABCB1 block | RGS4-Gao reg | RGS8-Gao | ABCG2 inh | Mcl1 Noxa PPI | Mcl-1 Bim block | Pf gametocyte | Mcl1-Bid inh | GSH fluor
1 | CCCc1nn(-c2cc(Cl)ccc2OC)c2c1C(=O)CC(C)(C)C2 | 99.9 | 7 | 0.7 | 99.4 | 100.9 | 2.1 | -13.4 | 0.0 | · | -12.8 | 22
2 | N#Cc1nc(-c2ccco2)oc1NCCc1ccccc1 | 94.7 | 36 | 0.5 | 94.4 | 95.2 | 2.8 | 13.5 | -1.0 | · | -20.6 | 13
3 | CCOC(=O)CN(C(=O)c1ccccc1)c1ccccc1C | 100.0 | 18 | 0.4 | 97.5 | 96.6 | 0.6 | 7.3 | -2.0 | 25.5 | -11.7 | 30
4 | Cc1nnc(Sc2cc(C(=O)NC3CC3)c3ccccc3n2)s1 | ? | 7 | · | 102.0 | 101.5 | · | 0.3 | · | 3.7 | 98.6* | ·
5 | Clc1ccccc1Cc1noc(CN2CCCCC2c2ccccn2)n1 (stereo unspecified) | 101.6 | 10 | 0.6 | 101.2 | 103.5 | 1.5 | -5.8 | -1.0 | 20.1 | -19.0 | 14
6 | CCCc1cc(=O)[nH]c(SCC(=O)N(CC)C2CCS(=O)(=O)C2)n1 (stereo unspecified) | 100.3 | 33 | 1.2 | 98.4 | 100.8 | 2.6 | -15.8 | -1.0 | · | 3.5 | 18
7 | CCOc1cccc(OCCCCn2cnc3ccccc3c2=O)c1 | 105.5 | 11 | 0.3 | 99.3 | 100.9 | 5.6 | 0.1 | 0.0 | 11.5 | -13.5 | 21
8 | COc1ccc(C)cc1NC(=O)C(Sc1nnc(-c2cccs2)o1)c1ccccc1 (stereo unspecified) | 104.9 | 6 | -0.1 | 103.5 | 99.2 | -1.5 | -0.8 | 10.0 | 3.8 | -27.5 | 8
9 | COc1ccc(CNc2cc(C)nc3ncnn23)c(OC)c1 | 100.3 | 11 | 0.3 | 98.3 | 97.2 | 1.6 | 13.8 | 0.0 | · | 19.1 | 12
10 | COc1c(C)cc(C(=O)C2CCCN(C(=O)/C=C/c3ccccn3)C2)cc1C (stereo unspecified) | 59.0 | 1 | 0.6 | 65.7 | 78.0 | 10.8 | 5.0 | -3.0 | 6.6 | -19.5 | 15
11 | CC12CCC(C[N+](C)(C)C1)C2(C)C (stereo unspecified) | 106.1 | 11 | 1.0 | 102.2 | 103.3 | 6.1 | 20.8 | 0.0 | -6.8 | -0.1 | 18
12 | COc1ccc2c(c1)[nH]c1c(N3CCSCC3)ncnc12 | ? | 3 | · | 108.2 | 108.6 | · | 15.8 | · | 12.7 | -11.1 | ·
13 | Cc1cc(=O)[nH]c(SCC(=O)NCc2ccco2)n1 | 95.2 | 22 | 0.1 | 99.3 | 96.3 | 2.2 | 48.5 | -4.0 | · | -12.7 | 23
14 | O=C(c1ccccc1Br)N1CCn2c1nc1ccccc12 | 100.7 | 8 | -0.3 | 97.9 | 98.1 | 1.1 | 18.7 | -2.0 | · | -16.4 | 9
15 | C/C=C(\C)C(=O)N1CC2(CC(c3cccc(NC(=O)COc4ccc(Cl)cc4)c3)=NO2)C[C@@H]1C(N)=O (stereo partly specified) | ? | 14 | · | 99.6 | 100.6 | · | 5.5 | · | -2.3 | -11.3 | ·
16 | Cc1ccc(C(=O)COC(=O)CCC(=O)NC2CCCCC2)cc1C | 103.7 | · | 0.7 | 108.7 | 101.4 | 2.1 | 13.8 | 0.0 | · | -21.9 | 13
17 | CC(=O)Nc1ccc(OC(=O)CC2SC(=O)NC2=O)cc1 (stereo unspecified) | 96.4 | 7 | -1.1 | 101.3 | 101.5 | 2.4 | 20.2 | 0.0 | 22.8 | -42.1 | 15
18 | COCCNc1ccc(N2C(=O)C3CCCCC3C2=O)cc1[N+](=O)[O-] (stereo unspecified) | 97.8 | 6 | 1.6 | 99.8 | 101.0 | 3.2 | 8.8 | -3.0 | -23.6 | -60.8 | 20
19 | CCOc1ccc(-n2c(=O)c3c4c(sc3n(CC(=O)NCc3ccco3)c2=O)CCC4)cc1 | 95.4 | 8 | 0.6 | 94.3 | 99.8 | 2.5 | 16.2 | 1.0 | 8.1 | -39.5 | 45
20 | Cc1occc1-c1nnc(SCC(=O)N(C)C)o1 | 109.5 | 9 | -0.2 | 106.2 | 104.8 | 19.7 | 4.6 | -2.0 | -30.3 | -9.6 | 37
21 | O=C(NCc1ccccn1)C12CC3CC(CC(C3)C1)C2 | 93.5 | 11 | 0.1 | 101.2 | 100.6 | 0.7 | 15.9 | -3.0 | 9.3 | -29.6 | 14
22 | O=C(CSc1nnc(SCc2ccc(Cl)cc2)s1)N/N=C/c1ccc(C(=O)O)cc1 | ? | 7 | · | 102.5 | 101.0 | · | 4.5 | · | -10.9 | -9.9 | ·
23 | CC(Oc1ccccc1)C(=O)OCC(=O)N1CC(=O)Nc2ccccc21 (stereo unspecified) | 100.3 | 23 | 0.6 | 103.5 | 105.7 | 1.6 | 12.8 | 1.0 | 12.4 | -12.4 | 11
24 | COc1ccc(CCNC(=O)CN(c2cccc([N+](=O)[O-])c2)S(C)(=O)=O)cc1 | 101.0 | 20 | 0.0 | 99.8 | 101.9 | 0.0 | 2.2 | 2.0 | 11.2 | -6.8 | 11
25 | CCc1ccc2oc(=O)cc(CN3CCN(c4ccc(F)cc4)CC3)c2c1 | 103.1 | 12 | 0.7 | 101.6 | 102.4 | 3.9 | 4.1 | -2.0 | · | -21.9 | 16

# (further entries)
No.	canonical_smiles	RGS7-Gao reg	Avidin bead fluor	ABCB1 block	RGS4-Gao reg	RGS8-Gao	ABCG2 inh	Mcl1 Noxa PPI	Mcl-1 Bim block	Pf gametocyte	Mcl1-Bid inh	GSH fluor
26	Cc1[nH]c(=O)[nH]c(=O)c1CSc1nnc([C@@H](NC(=O)OC(C)(C)C)C(C)C)o1	98.2	8	-0.1	101.6	101.3	-0.4	-9.0	3.0	·	-42.0	5
27	Cc1cc(C)c(/C=N/n2c(C)cc(C)c(C#N)c2=O)c(C)c1	96.6	8	0.1	99.0	94.2	1.4	9.6	0.0	-13.6	-7.3	7
28	CN(Cc1ccccc1)C(=O)COC(=O)C1=NNC(=O)CC1	89.7	9	0.8	88.7	94.0	6.3	-0.5	-5.0	3.5	-7.7	7
29	CN(C)S(=O)(=O)c1ccc(C(=O)Oc2coc(CSc3ncccn3)cc2=O)cc1	99.0	9	0.2	100.6	99.3	-0.6	-8.3	-1.0	4.7	-27.7	20
30	COc1cccc(-c2csc(NC(=O)C3CC3)n2)c1	108.5	3	-0.8	105.6	115.7	-1.8	37.8	-1.0	·	-19.2	19
31	CC(=O)Nc1ccc(NC(=O)c2ccccc2S(=O)(=O)c2ccccc2[N+](=O)[O-])cc1	101.2	12	0.2	103.3	112.8	6.0	16.9	3.0	0.0	14.1	14
32	CC(=O)c1cccc(N(C(=O)Cn2nnc3ccccc32)C(C(=O)NCC2CCCO2)c2ccc(N3CCOCC3)cc2)c1 (stereo unspecified)	89.3	12	0.3	98.0	99.0	0.4	-1.8	-6.0	-2.4	-13.9	9
33	CC1CCN(S(=O)(=O)c2ccc(Cl)cc2)CC1	101.1	7	0.4	101.7	101.8	1.6	12.9	-1.0	·	1.2	16

# Eight entries already listed, sorted by number of heavy atoms, descending.
No.	canonical_smiles	RGS7-Gao reg	Avidin bead fluor	ABCB1 block	RGS4-Gao reg	RGS8-Gao	ABCG2 inh	Mcl1 Noxa PPI	Mcl-1 Bim block	Pf gametocyte	Mcl1-Bid inh	GSH fluor
32	CC(=O)c1cccc(N(C(=O)Cn2nnc3ccccc32)C(C(=O)NCC2CCCO2)c2ccc(N3CCOCC3)cc2)c1 (stereo unspecified)	89.3	12	0.3	98.0	99.0	0.4	-1.8	-6.0	-2.4	-13.9	9
31	CC(=O)Nc1ccc(NC(=O)c2ccccc2S(=O)(=O)c2ccccc2[N+](=O)[O-])cc1	101.2	12	0.2	103.3	112.8	6.0	16.9	3.0	0.0	14.1	14
29	CN(C)S(=O)(=O)c1ccc(C(=O)Oc2coc(CSc3ncccn3)cc2=O)cc1	99.0	9	0.2	100.6	99.3	-0.6	-8.3	-1.0	4.7	-27.7	20
24	COc1ccc(CCNC(=O)CN(c2cccc([N+](=O)[O-])c2)S(C)(=O)=O)cc1	101.0	20	0.0	99.8	101.9	0.0	2.2	2.0	11.2	-6.8	11
25	CCc1ccc2oc(=O)cc(CN3CCN(c4ccc(F)cc4)CC3)c2c1	103.1	12	0.7	101.6	102.4	3.9	4.1	-2.0	·	-21.9	16
23	CC(Oc1ccccc1)C(=O)OCC(=O)N1CC(=O)Nc2ccccc21 (stereo unspecified)	100.3	23	0.6	103.5	105.7	1.6	12.8	1.0	12.4	-12.4	11
28	CN(Cc1ccccc1)C(=O)COC(=O)C1=NNC(=O)CC1	89.7	9	0.8	88.7	94.0	6.3	-0.5	-5.0	3.5	-7.7	7
33	CC1CCN(S(=O)(=O)c2ccc(Cl)cc2)CC1	101.1	7	0.4	101.7	101.8	1.6	12.9	-1.0	·	1.2	16

# More records follow.
No.	canonical_smiles	RGS7-Gao reg	Avidin bead fluor	ABCB1 block	RGS4-Gao reg	RGS8-Gao	ABCG2 inh	Mcl1 Noxa PPI	Mcl-1 Bim block	Pf gametocyte	Mcl1-Bid inh	GSH fluor
34	CC1CCN(C(=O)CN2C(=O)C(C)(C)Oc3ccc(C(=O)NC4CCCC4)cc32)CC1	104.2	29	1.0	97.7	100.4	1.5	11.0	3.0	6.8	-0.9	53
35	Cc1ccc(OCCOc2cccc(Br)c2)c([N+](=O)[O-])n1	98.3	16	1.2	99.1	105.1	60.2	25.8	-6.0	·	-6.4	6
36	CCC(C)[C@H](NC(=O)NCC1CCCO1)C(=O)OC (stereo partly specified)	101.0	13	0.9	102.2	99.1	4.0	-3.2	0.0	·	10.3	30
37	CN(C(=O)CCn1c(=S)oc2ccccc21)C1CCCCC1	?	5	·	97.9	99.3	·	-15.3	·	2.5	-28.0	·
38	Cc1ccc(C)c(NS(=O)(=O)c2ccc(OCC(=O)NCc3ccccn3)cc2)c1	?	9	0.4	96.3	97.9	4.1	10.1	-3.0	4.9	-10.4	17
39	CNC(=O)c1[nH]cnc1C(=O)N[C@@H](CC(C)C)C(=O)OC(C)(C)C	100.3	7	0.5	101.0	102.8	1.0	6.7	-2.0	-6.7	-5.1	21
40	O=C(COC(=O)c1cccc(C(F)(F)F)c1)NCc1ccc(Cl)cc1	99.2	6	0.1	100.6	102.4	0.8	12.8	0.0	14.2	-17.5	10
41	O=S(=O)(c1ccccc1)N1CCN(c2nc3ccccc3s2)CC1	104.4	5	0.1	96.0	101.6	0.1	-5.4	0.0	·	-7.0	63
42	O=C(Cc1ccccc1)NCCCN1CCN(CCCNC(=O)Cc2ccccc2)CC1	100.4	13	0.0	101.2	99.6	0.7	-0.3	0.0	-6.2	-42.7	45
43	COc1ccc(Br)cc1CNC(=O)C1CCN(S(=O)(=O)N2CCC(C)CC2)CC1	107.1	11	2.1	106.4	106.1	6.2	28.4	-3.0	1.7	-1.7	28
44	CCOC(=O)Cn1c(C)c(C#N)c2ccccc21	101.7	8	0.2	102.4	103.2	1.2	-6.8	4.0	·	-34.8	63
